# Compound activity (PubChem BioAssay)
# TRb-SRC2 inh: disrupts binding of human TR beta to SRC2; AID 1469; TRbeta-SRC2 peptide binding, fluorescence polarization; receptor liganded with 1 µM T3; 280,000 tested, 0.065% active; Potency, µM (series often up to 106 µM), for inactives: at the highest dose activity change, negative = inhibition, usual class: inhibitors;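 further: potency means the concentration at half of the fitted maximal effect; plate controls were bound peptide for no effect and peptide without receptor for full effect; nearly all actives have a fitted effect of over 50% in size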
# Target sequence (P10828 whole entry, looked up): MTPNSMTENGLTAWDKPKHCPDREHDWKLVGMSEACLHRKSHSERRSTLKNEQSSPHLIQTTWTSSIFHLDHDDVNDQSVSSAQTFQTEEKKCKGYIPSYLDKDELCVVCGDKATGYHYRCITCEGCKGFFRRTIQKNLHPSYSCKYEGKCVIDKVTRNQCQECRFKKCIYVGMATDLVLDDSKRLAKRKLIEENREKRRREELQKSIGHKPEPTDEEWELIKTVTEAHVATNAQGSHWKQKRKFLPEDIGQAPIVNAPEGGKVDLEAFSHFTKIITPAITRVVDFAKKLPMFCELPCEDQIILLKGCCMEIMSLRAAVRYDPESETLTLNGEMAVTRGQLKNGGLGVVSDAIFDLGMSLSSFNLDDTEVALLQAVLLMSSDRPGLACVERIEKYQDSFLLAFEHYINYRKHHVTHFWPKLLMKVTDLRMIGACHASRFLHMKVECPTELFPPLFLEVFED
#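 Polarization signal, normalized between peptide-alone and full complex controls, measured compound effects on T3-liganded human TRb LBD (0.6 uM) binding 20 nM Texas Red SRC2 peptide after 5 hr.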
# Epigenetic reg: derepresses silenced GFP reporter in murine cells. Potency, µM (highest dose often 53.9 µM), without a hit: at the top dose GFP activation, most hits filed as activators. 280,000 tested, 0.2% active. AID 1865. murine LDR cells, GFP reporter derepression, 30 h; further: potency means the concentration at half of the fitted maximal effect; % of control where 0% means no effect; nearly all actives have a fitted effect of over 60% in size
#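 In this reporter-derepression format, murine cells bearing a silenced integrated CMV-GFP locus incubate with test compound (30 h, 37 C), then are washed and imaged; fluorescent objects of 20–120 um count as induced cells.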
# Tau FP inhib: tau fibrillization inhibition (FP); P10636; K18 P301L tau heparin fibrillization, Alexa594 FP, 6 h; Potency, µM (highest dose often 57.7 µM), for inactives: top-dose activity, negative = inhibition, actives largely listed as inhibitors; 280,000 tested, 0.39% active; AID 1468; further: potency means the concentration at half of the fitted maximal effect; on the % scale 0 is the no-effect control and ±100 the full control effect; nearly all actives have a fitted effect of over 55% in size
# Target sequence (P10636 561-689 P618L limits assumed): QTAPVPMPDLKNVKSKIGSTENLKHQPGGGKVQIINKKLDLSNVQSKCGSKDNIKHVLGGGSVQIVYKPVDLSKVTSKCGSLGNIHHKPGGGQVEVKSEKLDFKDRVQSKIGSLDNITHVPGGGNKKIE
#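 FP of Alexa 594-tau after heparin (20 uM) induction. Substrate: human K18 P301L, 15 uM unlabeled, 0.24 uM labeled. Buffer 100 mM sodium acetate pH 7. 6 hr, 37 C.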
# TR SRC2 fluor cs: Texas Red fluorescence interference in TRb-SRC2 counter-screen | TRb/SRC2 Texas Red total fluorescence interference | Potency, µM (series often up to 106 µM), for the others: top-dose fluorescence change, negative = quenching | 280,000 tested, 0.29% active; active means well fitted curve in either direction with a large enough effect; inconclusive means small, poorly fitted or top-dose-only effect; further: potency means the concentration at half of the fitted maximal effect; on the % scale 0 is the no-effect control and ±100 the full control effect
#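 Flags fluorescent or light-absorbing compounds by total fluorescence, S + 2P, at 555 nm excitation and 632 nm emission. Mixture: 20 nM Texas Red SRC2 peptide, 0.6 uM human TRb LBD, 1 uM T3, 5% DMSO; compound exposure 5 h at ambient temperature.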
# CBFb-RUNX1 inh: inhibitors of human CBF-beta and RUNX1 interaction. Q01196+Q13951. AlphaScreen CBFb-His/RUNX1-biotin binding, biochemical. Potency, µM (highest dose often 59.8 µM), without a hit: at the top dose activity, negative = inhibition, hits mostly inhibitors. 230,000 tested, under 10 active; further: % of control where 0% means no effect
#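 CBF-beta (His) and RUNX1 (biotin), 30 nM each; 20 min preassociation; + compound, 15 min; + beads 50 ng each (Ni, streptavidin), 90 min; RT; AlphaScreen read.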
# Tau fluor counter: counter-screen for tau fibril formation inhibitors; Potency, µM (highest dose often 57.7 µM), for inactives: at the top dose activity change, negative = decrease; 280,000 tested, 0.93% active; AID 1463; tau K18 P301L (four-repeat tau fragment) Alexa594 fluorescence, heparin fibrillization; further: potency means the concentration at half of the fitted maximal effect; on the % scale 0 is the no-effect control and ±100 the full control effect; nearly all actives have a fitted effect of over 55% in size
#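 Human K18 P301L tau (15 uM unlabeled plus 0.24 uM Alexa 594-labeled, final) in 100 mM sodium acetate pH 7 was mixed with compound and 20 uM heparin and incubated 6 hr at 37 C.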
# NPSR antag: neuropeptide S receptor (human) antagonism, cAMP | Q6W5P4 | CHO-NPSR cells, cAMP TR-FRET, antagonist mode | Potency, µM (series often up to 38.3 µM), for the others: at the highest dose activity change, negative = inhibition, usual class: inhibitors | 220,000 tested, 1% active; further: potency means the concentration at half of the fitted maximal effect; on the % scale 0 is the no-effect control and ±100 the full control effect; nearly all actives have a fitted effect of over 50% in size; many of its hits are not listed in these tables
# Target sequence (Q6W5P4 whole entry, looked up): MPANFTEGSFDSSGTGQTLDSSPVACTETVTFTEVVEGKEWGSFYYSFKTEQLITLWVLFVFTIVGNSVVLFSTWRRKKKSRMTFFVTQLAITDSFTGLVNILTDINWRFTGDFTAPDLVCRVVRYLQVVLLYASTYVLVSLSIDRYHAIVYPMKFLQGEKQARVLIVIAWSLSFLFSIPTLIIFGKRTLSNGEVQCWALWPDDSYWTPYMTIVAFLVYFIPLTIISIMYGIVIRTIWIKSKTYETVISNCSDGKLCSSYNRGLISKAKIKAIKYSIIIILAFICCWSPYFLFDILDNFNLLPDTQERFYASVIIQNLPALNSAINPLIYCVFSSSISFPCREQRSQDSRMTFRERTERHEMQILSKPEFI
# GLA spleen mod: inhibitors or activators of human alpha-galactosidase in spleen homogenate; human spleen homogenate, 4MU-alpha-Gal fluorescence, 40 min; Potency, µM (doses to about 80 µM), for inactives: at the highest dose activity change, negative = inhibition, most hits filed as inhibitors; 240,000 tested, 0.008% active; AID 2107;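 further: potency means the concentration at half of the fitted maximal effect; 0% = enzyme with vehicle and -100% = no enzyme basal signal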
#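 Human spleen homogenate (1 ug) was the enzyme source, with 4-methylumbelliferyl-alpha-D-galactopyranoside (1 mM final) in pH 5.0 citrate buffer with 0.01% Tween-20. Compounds were titrated; after 40 min at 37C, NaOH/glycine stop, 4-MU fluorescence read; AC50 from Hill fits.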
# Starred values were filed as active, the others as inactive; ? = inconclusive; / = no result given; & = joins results of further samples; [ ] = remark or other dose. Unless noted, the call rests on the fitted dose curve; in most records, active means well fitted curve in the direction sought with a large enough effect; inconclusive means small, poorly fitted or top-dose-only effect, or another doubt; inactive means no such curve, though single readings can be large; an effect the other way counts as inactive or inconclusive. An excerpt; rates above refer to the full screens.
SMILES,TRb-SRC2 inh,Epigenetic reg,Tau FP inhib,TR SRC2 fluor cs,CBFb-RUNX1 inh,Tau fluor counter,NPSR antag,GLA spleen mod
C[C@H]1Cc2c(COc3ccccc3)nc3c(c2CO1)CN(C(=O)c1cccnc1)CC3,4%[11.2 µM],/,4%[11.6 µM],-7%[11.2 µM],4%[13.1 µM],6%[11.6 µM],/,0%[17.5 µM]
O=C(NCC1CCCO1)c1ccc2c(=O)n(Cc3cccc(Br)c3)c(=S)[nH]c2c1 (stereo not given),-7%,5.4%,?,2%,4%,-20%,-48%,-7%
CCCC(=O)Nc1ccc(Cl)c(NC(=S)NC(=O)c2cc3ccccc3o2)c1,-6%,0.0%,-4%,-9%,-6%,4%,-7%[46.1 µM],12%
COc1cccc(NC(=O)c2ccccc2-c2ccccc2)c1,-1%,6.4%,-3%,2%,23%,0%,-18%,12%
CCCN(C(=O)CCn1cnc2onc(-c3ccc(F)cc3)c2c1=O)c1ccccc1C,-7%,-1.3%,1%,2%,/,-20%,/,/
CCCc1c(-c2ccc(O)cc2)nn(-c2ccc(O)cc2)c1-c1ccc(O)cc1,6%,-0.1%&0.0%&0.4%,18%&0%&13%,-1%,-19%,?,?,6%&2%&-7%
COc1ccccc1N(CC(=O)N(c1ccccc1)C(C)C)S(=O)(=O)c1cccs1,5%,2.7%,-3%,-2%,3%,4%,-41%,-5%
COc1ccc(Oc2ccc(-c3ccn[nH]3)cc2)cc1,2%,0.1%,-10%,-3%,-1%,-18%,-13%,4%
COc1ccc(NC(=O)NC2COc3ccccc3C2)cc1Cl (stereo not given),0%,1.9%,8%,0%,/,-8%,/,/
O=C(/C=C/c1ccco1)NC(=S)Nc1ccc(N2CCOCC2)c(Cl)c1,-12%,1.3%,-4%,-3%,-6%,-18%,-6%[46.1 µM],0%
COc1ccc(CNC(=O)C2COc3ccccc3O2)cc1 (stereo not given),0%,-1.0%,10%,1%,1%,-4%,-2%,-5%
Cc1ccc(NC(=O)c2c(NC(=O)Cc3ccccc3)sc3c2CCC3)cc1,3%,-1.6%,-8%,-20%,/,-17%,/,/
Cc1c(NS(=O)(=O)c2ccc3c(c2)CCN3C(=O)C2CC2)c(=O)n(-c2ccccc2)n1C,-22%,-0.9%,0%,2%,-2%,8%,?,8%
Cn1c(=O)cc(OCC(=O)N2CCN(c3ccccc3F)CC2)c2ccccc21,-1%&-1%,-1.4%&-1.1%,?,-2%&-21%,-12%,-6%&-8%,2%,-5%
COc1ccc(C2(O)CCN(Cc3nnnn3Cc3ccc(C)cc3)CC2)cc1,-2%,-1.0%,7%,1%,6%,-1%,-16%[46.1 µM],12%
COc1ccccc1N1CCN(CCCNC(=O)c2cnn(-c3ccccc3Cl)c2C2CCN(C(=O)OC(C)(C)C)CC2)CC1,5%,-1.3%,-11%,-6%,/,-15%,/,/
Brc1ccc(CSc2nnc(-c3ccco3)o2)cc1,4%,-1.8%,-4%,-2%,-7%,5%,-7%,-3%
CC(C)(C)C(=O)NC(=S)NNC(=O)c1ccc(-c2ccccc2)cc1,-8%,19%,1%,-7%,?,-16%,-47%,9%
CCc1cccc(CC)c1NC(=O)CSc1nc2ccc(N3C(=O)C4C(C3=O)[C@H]3C=C[C@@H]4C3)cc2s1 (stereo not given in full),0%,1.0%,9%,-2%,-2%,-7%,-4%,-13%
CCC1/C(=N\O)CC(c2ccco2)NC1c1ccco1 (stereo not given),-3%,4.7%,5%,-1%,-14%,9%,0%[46.1 µM],-9%
NS(=O)(=O)c1ccc(CCNC(=O)COC(=O)CN2C(=O)C3CCCCC3C2=O)cc1 (stereo not given),5%,-0.3%,-2%,3%,6%,-4%,4%,0%
O=C(NCc1ccc(Cl)cc1)c1cnc(N2CCOCC2)c2ccccc12,-3%,0.0%,-7%,5%,/,-21%,/,/
CNS(=O)(=O)c1ccc(NC(=O)C2CC(=O)N(c3ccc(Cl)cc3)C2)cc1 (stereo not given),5%,0.2%,-1%,-5%,4%,1%,-2%,1%
Cc1cc(C(=O)N/N=C2\CC(=O)CC(C)(C)C2)c2ccccc2n1,1%,0.6%,5%,2%,2%,-6%,-1%,4%

# Copied from the list.
# For TR SRC2 fluor cs, Cc1c(NS(=O)(=O)c2ccc3c(c2)CCN3C(=O)C2CC2)c(=O)n(-c2ccccc2)n1C reads 2%
# For TRb-SRC2 inh, Cc1cc(C(=O)N/N=C2\CC(=O)CC(C)(C)C2)c2ccccc2n1 reads 1%
# For Tau FP inhib, CCC1/C(=N\O)CC(c2ccco2)NC1c1ccco1 (stereo not given) reads 5%

# (next part)
SMILES,TRb-SRC2 inh,Epigenetic reg,Tau FP inhib,TR SRC2 fluor cs,CBFb-RUNX1 inh,Tau fluor counter,NPSR antag,GLA spleen mod
CCN(CC)CCNS(=O)(=O)c1ccc(OC)c(Br)c1,-3%,0.0%,1%,0%,7%,0%,-9%[46.1 µM],-14%
COc1ccc(Cl)cc1C(=O)NNC(=O)c1cccc([N+](=O)[O-])c1,-2%,1.7%,2%,0%,4%,-9%,7%,-2%
N/C(=N\OC(=O)CCCN1C(=O)c2ccccc2C1=O)c1ccc(Cl)cc1,-10%,-0.2%,-1%,-1%,-1%,-11%,-6%[46.1 µM],2%
Cc1ccc(Cl)cc1N1CCN(S(=O)(=O)N2CCCCC2)CC1,6%,-0.3%,-4%,-1%,1%,-18%,-56%,1%
NNC(=O)C(=O)Nc1ccc(O)cc1,2%,6.6%,3%,0%,-6%,10%,-21%,-2%
O=[N+]([O-])c1ccc(S(=O)(=O)NCC(c2cccnc2)N2CCOCC2)cc1 (stereo not given),-5%,-1.3%,0%,-1%,-4%,-1%,22%,2%
COc1ccc(-c2cn3nc(N4CCC(C(=O)Nc5cccc(C)c5C)CC4)sc3n2)cc1,3%,0.0%,6%,2%,/,-15%,/,/
CN(C)c1cccc2c1c(NC(=O)c1ccc(Cl)cc1)nn2C,-3%,-0.3%,-6%,-4%,-7%,-19%,-7%[7.67 µM],6%
COc1ccc(C2=NC(C)(C)N(CC(=O)Nc3cc(OC)cc(OC)c3)C2=O)cc1,1%,-2.5%,-2%,-1%,/,-27%,/,/
Cc1c(N2C(=O)/C(=C/C3CC=CCC3)SC2=S)c(=O)n(-c2ccccc2)n1C (stereo not given),5%,-0.1%,?,-3%,4%,-12%,-32%,3%
COc1ccc(C(=O)NCc2ccc(N3CCN(C(=O)OC(C)(C)C)CC3)cc2)cc1,-4%,-0.9%,?,-2%,7%,-16%,-23%[46.1 µM],-6%
Cn1cccc1/C=C(\C#N)C(N)=S,2%,0.1%,7%,1%,-5%,-9%,47%,4%
CCc1nnc2c(NCCc3ccc(OC)c(OC)c3)nc3ccccc3n12,1%,0.1%,4%,-1%,/,-17%,/,/
O=C(NCc1ccccc1)c1n[nH]nc1-c1ccccc1O,-3%,4.4%,-1%,4%,5%,3%,-25%[46.1 µM],-2%
CCn1c(C)c(C)c2cc(C(=O)Nc3cccc(Cl)c3)ccc21,-3%,1.4%,9%,1%,-11%,?,-25%[46.1 µM],-2%
COc1ccc(-n2c(-c3cnccn3)n[nH]c2=S)cc1,3%,-1.2%,-6%,-2%,-3%,4%,-8%[46.1 µM],-1%
O=[N+]([O-])c1ccccc1OCCOCCOc1cccc2cccnc12,2%,-1.0%,6%,-5%,-4%,-13%,4%,-3%
CC1=CC(C)(C)N(C(=O)CN2C(=O)c3ccccc3C2=O)c2ccc(C)cc21,-21%,4.1%,8%,-1%,17%,7%,?,10%
C=CC(=O)c1ccc(CCCCCC)cc1,-28%,/,/,-20%,-2%,/,/,12%
CN(c1ccc(S(=O)(=O)N2CCOCC2)cn1)C1CCCCC1,-2%,5.2%,-5%,0%,10%,-9%,-13%[46.1 µM],10%
COc1ccccc1C(O)(C(=O)NNc1cccc(C)c1)c1ccccc1OC,5%,1.0%,4%,7%,5%,-3%,-4%,2%
CCc1nnc(NC(=O)CN2C(=O)c3ccccc3S2(=O)=O)s1,2%,-1.0%,-7%,-2%,0%,3%,-12%[46.1 µM],5%
Clc1cccc(N2CCN(c3ncnc4c3nc3n4CCCC3)CC2)c1,2%,2.0%,2%,-1%,/,-20%,/,/
CO/N=C(\N)c1ccc([N+](=O)[O-])cc1,-10%,-0.9%,3%,-1%,9%,5%,7%,-2%
O=C(CCCOc1ccc(Cl)cc1Cl)NCCCO,9%,-2.1%,-5%,1%,6%,2%,-2%[46.1 µM],-4%
CCCCc1nnc(NC(=O)CN2C(=O)c3ccccc3C2=O)s1,-5%,3.3%,?,-5%,7%,-9%,22%,0%
COc1ccc2c(C)c(C)c(=O)oc2c1OC,2%,-3.2%,4%,-4%,3%,-2%,5%,-4%
CCCCN(CC)CCCNC(=O)c1cn(CC)c2ccc(S(=O)(=O)N3CCOCC3)cc2c1=O,0%,0.4%,-8%,-1%,/,2%,/,/
CCN(CC)C(=O)C12CC3CC(CC(Cl)(C3)C1)C2,-9%,-0.1%,6%,-1%,3%,-1%,7%,4%
CCOc1ccc(-c2cc(C(=O)NCCCN3CCN(CC)CC3)c3ccccc3n2)cc1,3%,-1.0%,-8%,-5%,5%,-3%,9%[46.1 µM],-7%
Cc1ccc(C(=O)OCC(=O)c2c(N)n(C)c(=O)n(C)c2=O)cc1S(=O)(=O)N1CCCCC1,1%,-1.8%,-10%,-1%,-1%,-12%,-6%,3%
COc1ccccc1CNC(=O)c1cc2sccc2n1C,0%,-0.4%,-3%,-1%,0%,-14%,4%[46.1 µM],-7%
O=C(NC1CCCCC1)C(c1cc2c(cc1[N+](=O)[O-])OCO2)N1CCCCC1 (stereo not given),0%,13%,3%,-4%,-4%,5%,-10%,-3%
CCOC(=O)c1ccccc1NC(=O)CN(c1ccccc1OC)S(C)(=O)=O,-14%,0.0%,-2%,-4%,8%,-19%,-17%[46.1 µM],6%
Cc1cc(C(=O)NCC(C)C)c2ccccc2n1,1%,0.0%,5%,5%,4%,-2%,3%[46.1 µM],2%
